# LDHA block = blocks human lactate dehydrogenase A; P00338; purified LDHA, NADH/diaphorase-resazurin fluorescence; stronger effect = lower value; activity change, % (values are at about 110 or 230 µM); hit rate 0.15% among 480,000; AID 1347041; in the data active = activity change below about -30%; inconclusive = mostly about -25% to -30%;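 note: plate controls were DMSO wells for no effect and wells without enzyme for full effect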
#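 LDH5 2 nM; NADH 0.06 mM, pyruvate 0.2 mM; 200 mM Tris pH 7.4, EDTA, Tween-20; 5 min RT. Detection: diaphorase 0.133 mg/mL + resazurin 37 µM, fluorescence ex540/em590 at 0 and 20 min; normalized to enzyme-free and DMSO wells.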
# Starred values were filed as active, the others as inactive; ? = inconclusive. The list is partial, so the mix of outcomes need not match the whole.
SMILES,LDHA block
COc1cc2c(cc1OC)-c1c(c(C(=O)NCCN(C)C)nn1-c1ccccc1)C2,10
COc1ccc(C(=O)COC(=O)C2C3CC4C(OC(=O)C42)C3Br)cc1 (stereo not drawn),7
O=C(Nc1ccccc1)c1nnc(CSCC(=O)N2CCN(c3ccccc3)CC2)s1,10
Nc1ncnc(Nc2ccc(Cl)c(Cl)c2)c1[N+](=O)[O-],3
Cc1cccc2c(=O)c(-c3ccccc3)c(NC(=O)C(C)C)oc12,-4
CCCCS(=O)CCC(=O)O (stereo not drawn),28
CSc1nc2ccc(NC(=O)Cc3cccc(C(F)(F)F)c3)cc2s1,8
CCCCOc1cc(/C=C/C(=O)c2ccc3c(c2)OCCO3)ccc1OC,-10
COc1ccc(NC(=O)CN(C)C(=O)Cn2[nH]c(=O)c3ccccc3c2=O)cc1,-1
Cc1oc2cc(OC(=O)c3ccccc3)ccc2c(=O)c1-c1ccccc1,-11
COc1ccc(-n2ccn(CC(=O)Nc3ccc4c(c3)OCO4)c2=O)cc1,-12
Cc1ccc(SC(C)C(=O)NC2CCCC2)c(C)c1 (stereo not drawn),4
O=C(OCC(=O)N1CCCc2ccccc21)c1ccc2c(c1)S(=O)(=O)c1ccccc1C2=O,-1
CCCCn1c(=O)[nH]c(=O)c2c1nc(-c1ccc(OCC#N)c(OC)c1)n2C,0
Cc1ccc(NC(=O)[C@H](Cc2ccccc2)NC(=O)OC(C)(C)C)cc1,3

# Ordered by SMILES length (ascending): some entries from above
SMILES,LDHA block
CSc1nc2ccc(NC(=O)Cc3cccc(C(F)(F)F)c3)cc2s1,8
CCCCOc1cc(/C=C/C(=O)c2ccc3c(c2)OCCO3)ccc1OC,-10
Cc1oc2cc(OC(=O)c3ccccc3)ccc2c(=O)c1-c1ccccc1,-11
COc1ccc(NC(=O)CN(C)C(=O)Cn2[nH]c(=O)c3ccccc3c2=O)cc1,-1

# Next part:
SMILES,LDHA block
COc1cccc(C(=O)OCc2nc(N)c3ccccc3n2)c1O,6
O=C1NC[C@H](CCCCN2CCN(Cc3ccccc3)C(=O)C2=O)N(CC2CCCCC2)C1=O,1
CC(C)(C)c1ccc(C(=O)NCCC(=O)NC2CCCCCC2)cc1,5
CC1(C)Cc2ccccc2C(CSc2nc3c(c(C(F)(F)F)n2)CC(C(C)(C)C)CC3)=N1 (stereo not drawn),-1
N#Cc1cnc2ccccc2c1Nc1cccc(C(F)(F)F)c1,?
COc1ccc(Cl)cc1NC(=O)C1c2ccccc2Oc2ccccc21,3
Cc1cc(C)cc(-c2nnc(SCc3nc4ccccc4o3)o2)c1,14
CCCc1sc(C(=O)OCCOc2ccc(S(N)(=O)=O)cc2)cc1CC,6
CCc1cccc(C)c1NC(=O)c1cc2ccccc2oc1=O,10
N=c1c2c(ccn1CCCc1ccccc1)Oc1ccc3ccccc3c1C2c1ccccc1 (stereo not drawn),-14
Cc1ccccc1C1CC(=O)NC2=C1C(=O)CC(C)(C)C2 (stereo not drawn),4
Cc1nc(-c2ccc(Cl)cc2)sc1C(=O)NC1C=CS(=O)(=O)C1 (stereo not drawn),-1
CC1Oc2ccccc2C=C1/C=C/C(=O)c1ccc(O)cc1 (stereo not drawn),-9
CCc1cc(CC)n(-c2nc3c(c(=O)n(CC(N)=O)c(=O)n3C)n2C)n1,-3
CCOc1cc(/C=C(/C#N)c2ccc(OC)c(OC)c2)cc(Br)c1OCCOc1ccc(C)cc1,5

# In the list so far, these contain bromine:
SMILES,LDHA block
COc1ccc(C(=O)COC(=O)C2C3CC4C(OC(=O)C42)C3Br)cc1 (stereo not drawn),7
CCOc1cc(/C=C(/C#N)c2ccc(OC)c(OC)c2)cc(Br)c1OCCOc1ccc(C)cc1,5

# The listing continues:
SMILES,LDHA block
CCCNc1nc2ccccc2nc1C(=O)Nc1c(C)cccc1C,4
COc1ccc(-c2nc3cc(NC(=O)c4ccccc4I)ccc3o2)cc1,-5
COCCCNC(=O)c1cc(-c2ccncc2)nc2ccccc12,3
Cc1coc2cc3o/c(=N/O)c4c(c3cc12)CCCC4,8
CN(C(=O)Cc1nn(C)c(=O)c2ccccc12)C1CCCCCCC1,-8
CSc1ccc(NC(=O)c2ccc3c(c2)OCC(=O)N3)cc1,2
CC(c1cc2ccccc2o1)N(C)Cc1nnc(-c2ccccc2)o1 (stereo not drawn),0
COc1cccc(C2CC(=O)N(c3sc4c(c3C#N)CCCC4)C3=C2C(=O)CCC3)c1OC (stereo not drawn),1
CC(C)c1cc(Cn2c3ccccc3c(=O)n2C(C)Cn2cc(C3=CCCCC3)nn2)on1 (stereo not drawn),1
CCCN(CC(=O)Nc1ccccc1OC)C(=O)c1cc(=O)c2ccccc2o1,2
O=C(c1cccc(Cl)c1)N1CCN(Cc2nnnn2C2CC2)CC1,4
CC(NC(=O)C1CCCCC1)c1ccccc1 (stereo not drawn),22
CC(NC(=O)c1ccnc(Cl)c1)C1CC1 (stereo not drawn),6
COc1ccc(C2(C(N)=O)CCCC2)cc1,4
COc1ccc(C(=O)N(C)CC23CC4CC(CC(C4)C2)C3)c(O)c1,6
O=C(CSc1nc2cc(C(F)(F)F)ccc2n1Cc1ccccc1)c1ccc(Br)s1,9
Cc1cc(C(=O)Cn2c(=O)c3c(ncn3C3CCCC3)n(Cc3ccccc3)c2=O)c(C)n1C,5
COC(=O)CN1CCCC1Cc1ccc(OC)cc1 (stereo not drawn),-10
CCSc1nc2c(c(=O)n(C)c(=O)n2C)n1Cc1ccccc1Cl,-4
C/C(=N\Nc1ccc(Br)cc1)c1ccc2c(c1)Cc1ccccc1-2,9
COc1ccc(C(=O)OCC(=O)Nc2ccccc2)c(C)c1,3
O=C(Nc1ncn[nH]1)C1CC(=O)N(c2ccc3c(c2)OCO3)C1 (stereo not drawn),0
Cc1ccc(C2=NN(S(C)(=O)=O)C(c3ccccc3Cl)C2)cc1 (stereo not drawn),-4
COC(=O)c1ccc(NC(=O)CCc2ccco2)cc1,1
C=CCNC(=O)c1cc2cc(Cl)ccc2nc1N,2
CS(=O)(=O)N1CCC(C(=O)Nc2cccc(OCc3ccc(F)cc3)c2)CC1,2
COc1ccc(NC(=O)C(c2ccccc2)n2c(=O)c(-c3cc4ccccc4[nH]3)nc3ccccc32)cc1 (stereo not drawn),1
CSc1ccc(N/C=C/C(=O)c2cc(C)ccc2C)cc1,8
CCCCN(Cc1cc2cc(OC)ccc2[nH]c1=O)S(C)(=O)=O,3
O=c1cc(-c2cccnc2)nc2n(Cc3cccc(F)c3)c3ccccc3n12,-12
Fc1ccccc1NC(=S)NCCc1ccccn1,-4
CN=C1NC(=NC)c2ccccc21,0
CCN(Cc1cccc(F)c1)C(=O)COc1ccc2ccc(=O)oc2c1,12
CC(C)c1ccc2oc(=O)cc(CN3CCC(C(N)=O)CC3)c2c1,-8
CC(C)(CNC(=O)Cc1ccccc1)CNC(=O)Cc1ccccc1,-1
Cc1cccc(NC(=O)Cn2cnnc2C#N)c1C,-1
CC(C)NC(=O)CSc1ncc(-c2ccc(F)cc2)o1,-7
COc1cc(CN(C(=S)NCC(=O)NCc2ccccc2Cl)C2CCCC2)cc(OC)c1OC,8
CCC(=O)NNC(=S)NC1CCCCC1,2
Cc1cc(S(=O)(=O)NCC2CN(Cc3ccccc3)CCO2)ccc1Br (stereo not drawn),0
COCCn1c2c(c(=O)[nH]c1=O)C(c1cccc(Cl)c1)C1=C(N2)c2ccccc2C1=O (stereo not drawn),14
Cc1ccc(-c2nn(C)c(=O)c3c2CCCC3)cc1S(=O)(=O)N1CCCCC1,1
CC(=O)N1CCC(C(=O)N2c3ccccc3N=C(c3ccc(C(F)(F)F)cc3)C2C(=O)NC2CCCC2)CC1 (stereo not drawn),-5
Cc1cc(C)c(NC(=O)C(C)SCCO)c(C)c1 (stereo not drawn),2
CN(C)c1cccc(Nc2nc3ccccc3nc2NS(=O)(=O)c2cccs2)c1,11
O=C1CC(c2ccc3c(c2)OCO3)c2ncn(-c3cccc(C(F)(F)F)c3)c2N1 (stereo not drawn),40
Cc1ccc(C=O)n1-c1ccc(Cl)cc1,-2
N#Cc1ccccc1OCC(=O)OCc1ccc(C(N)=O)cc1,-8
Cc1ccc(F)c(NC(=O)CCNC(=O)c2cccs2)c1,-1
Cc1nn(-c2ccccc2)c(C)c1CC(=O)N1CCN(S(=O)(=O)c2ccccc2F)CC1,?
O=C(NCc1ncc(-c2ccccc2)o1)C1CCCCC1,5
CC(C)NC(=O)/C(C#N)=C\c1ccc(O)cc1,-19
Cc1cc2oc(=O)cc(CN3CCN(c4ccccc4O)CC3)c2cc1Cl,4
COC[C@@H]1CCCN1c1ccc2c(c1)O[C@H](COCc1ccccc1)CN([C@H](C)c1ccccc1)S2(=O)=O,-1
O=C(Cc1c[nH]c2ccccc12)OC/C=C/c1ccccc1,11
Cc1ccc(CN(C)C(=O)c2n[nH]c(=O)c3ccccc23)o1,-3
Cc1cc(NC(=O)CSc2nccn2-c2cccc(Cl)c2)on1,41
O=C(NC1CCCCC1)C1(c2cccc(F)c2)CCC1,-1
CCCN(Cc1ccc(OC)cc1)Cc1cc(=O)n2[nH]c(-c3cccc(C)c3)cc2n1,-6
O=C(Cn1cc(C(F)(F)F)cc(Cl)c1=O)Nc1ccccc1Br,-4

# Grouped by structure, the entries above containing an NH in an aromatic ring.
SMILES,LDHA block
COc1ccc(NC(=O)CN(C)C(=O)Cn2[nH]c(=O)c3ccccc3c2=O)cc1,-1
CCCCn1c(=O)[nH]c(=O)c2c1nc(-c1ccc(OCC#N)c(OC)c1)n2C,0
O=C(Nc1ncn[nH]1)C1CC(=O)N(c2ccc3c(c2)OCO3)C1 (stereo not drawn),0
COc1ccc(NC(=O)C(c2ccccc2)n2c(=O)c(-c3cc4ccccc4[nH]3)nc3ccccc32)cc1 (stereo not drawn),1
CCCCN(Cc1cc2cc(OC)ccc2[nH]c1=O)S(C)(=O)=O,3
COCCn1c2c(c(=O)[nH]c1=O)C(c1cccc(Cl)c1)C1=C(N2)c2ccccc2C1=O (stereo not drawn),14
O=C(Cc1c[nH]c2ccccc12)OC/C=C/c1ccccc1,11
Cc1ccc(CN(C)C(=O)c2n[nH]c(=O)c3ccccc23)o1,-3
CCCN(Cc1ccc(OC)cc1)Cc1cc(=O)n2[nH]c(-c3cccc(C)c3)cc2n1,-6

# More results follow.
SMILES,LDHA block
COc1ccc(-c2ccc3ncnc(NCc4nc(C)cs4)c3c2)cc1OC,-2
CO/N=C(\C(=O)O)c1cn2ccsc2n1,-4
CC(C)C[C@@H]1COc2cccc(N3CCSCC3)c2S(=O)(=O)N1,0
CN(C)c1ccc(C=Nc2ccc(Br)cc2)cc1,-3
Cc1ccc(CNC(=O)C(=O)c2c[nH]c3ccccc23)cc1,3
CC1CCc2nn(CC(=O)Nc3ccc(Cl)cc3)c(=O)cc2C1 (stereo not drawn),-2
CCN(CC)CCCC(C)NCC1CC2C=CC1C2 (stereo not drawn),-12
Cc1cccc(Cn2c(N3CCN(c4ccccn4)CC3)nc3c2c(=O)n(C)c(=O)n3C)c1,5
COC(=O)c1nc2ccccc2nc1N1CCN(Cc2ccccc2)CC1,10
O=C1CSc2ccc(C(=O)Nc3ccc(Oc4ccccc4)cc3)cc2N1,8
Cc1csc(SC(C)C(=O)c2ccc(F)cc2)n1 (stereo not drawn),2
CCc1nn2c(=O)cc(CN(CC)Cc3ccc(OC)cc3)nc2s1,0
N#Cc1ccc(C(=O)/C=C/c2ccsc2)cc1,-7
COCCN1C(=O)C(=O)/C(=C(/O)c2ccc(Cl)cc2)C1c1ccc(OC)cc1 (stereo not drawn),-5
CC1CCCN(CCNC(=O)C2CCN(CC(F)(F)F)CC2)C1 (stereo not drawn),4
O=C(Nc1cccc(F)c1)C1CCCN(c2nnc(-n3cccc3)s2)C1 (stereo not drawn),-16
Cc1c(P(=S)(c2ccccc2)c2ccccc2)[n+]2ccccc2n1Cc1ccccc1,6
CCOC(=O)c1cnc2c(C)cccc2c1Nc1ccccc1OCC,-35*
N#CCCN(CCC#N)C(=O)c1cccs1,2
COC(=O)c1c(NC(=O)c2ccncc2)sc(C(=O)Nc2ccccc2)c1C,7
CCN(CC)CCN(C)C(c1ccnc2ccccc12)c1nnnn1-c1ccc2c(c1)OCCO2 (stereo not drawn),-1
CCOc1ccc(NC(=O)Cc2coc3cc(C)c(C(C)C)cc23)cc1S(=O)(=O)N(C)C,-13
N#CC(C(N)=S)=C1CCCCC1,-5
COc1cc(C#N)ccc1OC(C)c1ccccc1Cl (stereo not drawn),-8
Cc1ccc(Nc2nc(NC3CCCC3)nc3c2cnn3-c2ccccc2)cc1C,6
O=C(NCc1ccccc1S(=O)(=O)N1CCOCC1)c1ccc(F)cc1,-5
CCc1ccc2oc(=O)cc(CN3CCCCCC3)c2c1,4
N#Cc1c(N)n[nH]c1CCCNC(=O)c1cc(-c2cccs2)nc2ccccc12,6
CCC(C)NC(=O)c1ccc(Oc2nccnc2Sc2ccccc2)cc1 (stereo not drawn),-1
CCC(C)NC(=O)c1ccccc1NC(=O)c1cnc2ccccc2n1 (stereo not drawn),11
COc1ccc(C2CC2(C#N)C(=O)Nc2ccc(Cl)cc2Cl)cc1 (stereo not drawn),-11
Cc1ccc(S(=O)(=O)NCc2ccc(N3CCCC3)nc2)cc1C,3
CC(C)(C)c1nc2c3cnn(-c4ccc(F)cc4)c3ncn2n1,-2
O=C(CSc1nnnn1-c1cccc(F)c1)NCC1(N2CCOCC2)CCCCC1,-4
Brc1ccc(-c2csc3ncnc(Sc4nnc(C5CC5)o4)c23)cc1,3
CCCCn1nc(C)c2c(C(F)(F)F)cc(-c3ccc(Br)cc3)nc21,-1
CCOC(=O)N1CCN(C(=O)CSc2nnc(-c3ccc(Cl)cc3)n2Cc2ccco2)CC1,7
COc1ccccc1-c1cc(NC(=O)COCC2CC2)n[nH]1,5
CCCNC(=O)c1cc(-c2cccnc2)nc2ccccc12,-6
Cc1cccc(-c2nc(-c3ccc(F)cc3)no2)c1,9
CN(C)/C=C/C(=O)c1ccc([N+](=O)[O-])cc1,0
CCn1c(-n2nc(C)cc2C)nc2c1c(=O)n(Cc1ccccc1F)c(=O)n2C,-9

# Source: PubChem (National Center for Advancing Translational Sciences (NCATS))
